# Screening data as filed in PubChem.
# NPYLR7 agonist = mosquito NPYLR7 agonism; hit rate 0.15% among 270,000; HEK293T NPYLR7/Galpha15, GCaMP6s calcium fluorescence; activation, % at 10 µM; in the data active = activation above about 40%;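 note: 0% = vehicle and 100% = reference agonist at the receptor; some compounds past the cut are filed as inactive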
# hcGAS inh = inhibitors of human cGAS; recombinant h-cGAS, ATP depletion, Kinase-Glo luminescence; inhibition, % at 12.5 µM; AID 1259398; hit rate 0.081% among 290,000; Q8N884;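 note: 0% = vehicle reaction and 100% = reaction without DNA for no activity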
# Target sequence (Q8N884 whole entry, looked up): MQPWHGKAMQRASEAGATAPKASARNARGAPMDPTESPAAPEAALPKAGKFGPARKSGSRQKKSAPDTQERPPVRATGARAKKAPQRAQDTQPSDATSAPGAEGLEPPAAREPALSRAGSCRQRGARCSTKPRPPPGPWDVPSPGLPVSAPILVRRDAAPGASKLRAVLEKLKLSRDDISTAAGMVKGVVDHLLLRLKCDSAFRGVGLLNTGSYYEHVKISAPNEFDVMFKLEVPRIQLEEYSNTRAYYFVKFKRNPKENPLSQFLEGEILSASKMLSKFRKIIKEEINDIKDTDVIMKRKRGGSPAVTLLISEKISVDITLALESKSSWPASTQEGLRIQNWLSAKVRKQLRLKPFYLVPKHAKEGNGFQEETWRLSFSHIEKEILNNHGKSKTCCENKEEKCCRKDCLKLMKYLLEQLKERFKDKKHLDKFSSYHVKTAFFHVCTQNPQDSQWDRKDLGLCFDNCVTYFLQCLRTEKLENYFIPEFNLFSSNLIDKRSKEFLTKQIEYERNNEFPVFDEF
# mcGAS lum = inhibitors of mouse cGAS | Q8C6L5 | recombinant cGAS, Kinase-Glo ATP depletion luminescence | inhibition, % at 12.5 µM | hit rate 0.15% among 160,000 | AID 1259399;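 note: 0% = negative control wells and 100% = reference inhibitor with no enzyme activity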
# * hit, by the source's call; · = not tested or not shown. Cut-off read from the data, not from the text of the source, unless noted: active = inhibition above about 40%; inactive = the rest.
SMILES | NPYLR7 agonist | hcGAS inh | mcGAS lum
Cc1cc(NS(=O)(=O)CCc2ccccc2)n(C)n1 | 3 | -8 | ·
CCn1c(SCc2c(C)noc2C)nc2sc3c(c2c1=O)CCC(C)C3 (stereo not given) | 12 | -3 | ·
Cc1cccc(-c2nc3cc(C)ccn3c2NC2CCCCC2)c1 | -4 | -7 | -8
CCCCSc1nnc2c(n1)OC(c1ccc(C(C)(C)C)cc1)Nc1ccccc1-2 (stereo not given) | -4 | 6 | 2
Cc1ccc(Cl)cc1N1CCN(c2nc(-c3ccc(F)cc3F)nc3ccccc23)CC1 | 0 | -4 | -6
CS(=O)(=O)N(Cc1ccc(F)cc1F)c1ccc(F)cc1 | 3 | -4 | ·
CCn1c(=O)c2ccccc2c2c(O)nc(-c3cccc(C(F)(F)F)c3)n21 | -2 | -6 | ·
NC1CCN(c2ccccc2C(=O)NCc2cccnc2)CC1 | -5 | -5 | ·
CC(Cn1cncn1)NCC1CCN(C(=O)C(C)C)CC1 (stereo not given) | 9 | -5 | ·
COc1ccc(-c2cc(C(=O)N3CCC(Cn4cnc5cc(C)c(C)cc54)CC3)no2)cc1 | -2 | -2 | ·
NC(=O)N1CCC(C(=O)NC2(c3ccc(Br)cc3)CCC2)CC1 | 3 | -6 | ·
CCOC(=O)CNC(=O)Cn1c(=O)c2c(OCC)ccnc2n(C)c1=O | -3 | -6 | ·
CCCNC(=O)Nc1ccc(-c2c(-c3ccc(OC)c(OC)c3)nn(-c3cccc(F)c3)c2OC(C)=O)cc1 | 18 | 1 | -3
COCC(=O)N(CCN1C(=O)CSC1c1ccccc1Cl)C(C)C (stereo not given) | 33 | -8 | -5
C=CCN(C)C(=O)c1ccc(Oc2ccc(OC)cc2)cc1 | -2 | 5 | -10
CC(=O)N1CCN(C(=O)COc2ncnc3sc4c(c23)CCCC4)CC1 | -1 | -13 | ·
CCCCn1c(CN2CCCC(OCc3ccccc3)C2)cnc1S(=O)(=O)CC (stereo not given) | 9 | -5 | -10
CCn1cc2ccc(NS(=O)(=O)c3ccc(Br)c(C)c3)cc2n1 | 10 | -6 | ·
O=C1C2C3C=CC(C3)C2C(=O)N1CNc1ccccc1Cl (stereo not given) | 1 | -4 | ·
CCCc1nccn1-c1cccc(N)n1 | 19 | -6 | -19
O=C(CCCO)NCCc1nc2ccccc2[nH]1 | -6 | -3 | ·
CN(CCCc1ccccc1)C(=O)c1ccc(NC(=O)C2CCC2)cc1 | 22 | -5 | -19
C=Cc1ccc(Cn2c(C)c(C(=O)NCc3cccc([N+](=O)[O-])c3)sc2=O)cc1 | -10 | 5 | ·
Cc1cc(C(=O)CSc2nnnn2C2CCCC2)c(C)s1 | 2 | -8 | -5
Cc1ccc(C(=O)N2CCCCC2CNC(=O)Nc2ccccc2)o1 (stereo not given) | 6 | -8 | ·

# 4 of the compounds above, as labelled records.
> NC1CCN(c2ccccc2C(=O)NCc2cccnc2)CC1
  NPYLR7 agonist = -5 | hcGAS inh = -5 | mcGAS lum = ·

> NC(=O)N1CCC(C(=O)NC2(c3ccc(Br)cc3)CCC2)CC1
  NPYLR7 agonist = 3 | hcGAS inh = -6 | mcGAS lum = ·

> CS(=O)(=O)N(Cc1ccc(F)cc1F)c1ccc(F)cc1
  NPYLR7 agonist = 3 | hcGAS inh = -4 | mcGAS lum = ·

> O=C(CCCO)NCCc1nc2ccccc2[nH]1
  NPYLR7 agonist = -6 | hcGAS inh = -3 | mcGAS lum = ·

# Continued.
SMILES | NPYLR7 agonist | hcGAS inh | mcGAS lum
CC1(C)COC(N2c3ccccc3Sc3ccccc32)=N1 | 4 | -10 | -9
Cc1n[nH]c(=S)c2c1cnn2-c1ccc(F)cc1 | -3 | -10 | ·
COCc1cc(C)nc(N/N=C\c2cc(OC)ccc2OC)c1C#N | -1 | -3 | -4
COCC1CN(C(=O)CCn2cc(C)cn2)CCC1(F)F (stereo not given) | · | -2 | -2
CCCn1c(CNCc2cccc(F)c2)nc2ccccc21 | 7 | -2 | ·
Cc1ccc(NC2(C(=O)NCCc3nc(C)cc(C)n3)CCCC2)cc1 | -4 | -3 | -13
O=C(NCc1n[nH]c(=S)n1-c1ccc(F)cc1)c1cccc2ccccc12 | -1 | -3 | -8
CC1CN(C(=O)CN2CCc3sccc3C2c2cccc(F)c2)CCN1C(=O)Nc1ccc([N+](=O)[O-])cc1 (stereo not given) | 10 | -4 | -6
Cc1cc2oc(=O)cc(CN(C)C(C)c3ccon3)c2cc1C (stereo not given) | 1 | -8 | ·
CC1CC2(CCCCC2)NC(C)c2ccccc21 (stereo not given) | 16 | -5 | -6
CCN1CCN(C(=O)c2ccc(CSc3nnc(C)n3-c3ccc(F)cc3)cc2)CC1 | -2 | -4 | 2
O=C(COc1ccccc1)Nc1ccc(N2CCC(Cc3ccccc3)CC2)c(C(=O)NCC2CCCO2)c1 (stereo not given) | -7 | -12 | -6
COc1cccc(CCn2ccnc2-c2nccn2C)c1 | -2 | -4 | ·
Cc1c(Cl)cccc1NC(=O)Cn1cnc([N+](=O)[O-])n1 | -9 | -6 | -5
Nc1nccnc1C(=O)N1CCC(c2ccccc2)CC1 | 10 | -9 | -9
CC(C)CSc1nnc2nc3[nH]c4ccccc4c3nn12 | -4 | -8 | -5
O=C(COCC1CCCO1)N1CCN(C2CCCCC2)C(=O)C1 (stereo not given) | -5 | -5 | ·
CCSc1nc(CC(=O)NCc2cnc(C)cn2)cs1 | 3 | -2 | -16
CCC/C=C/CN1CCN(C)C2(CCN(C(=O)N3CCOCC3)CC2)C1 | · | -3 | -5
COc1cccc(CC(=O)N2CCOC(C(F)(F)F)C2)c1OC (stereo not given) | -3 | -5 | ·
CCS(=O)(=O)Oc1ccc(Cl)cc1CN(CCN(C)C)C(=O)C(C)C | 11 | -7 | -6
OCCn1c(SCc2ccccc2)nc2ccccc21 | 1 | -8 | -5
CC(C)OC(=O)C1=c2/c(=C/c3cccnc3)c(N)c(C#N)n2C(=O)C(c2cccnc2)S1 (stereo not given) | 0 | -4 | -6
COCCN(Cc1ccccc1C(=O)OC)Cc1cccn1Cc1ccccc1 | 28 | -5 | -5
O=C(Nc1ccc(CCO)cc1)c1ccc(CN2CCS(=O)(=O)CC2)cc1 | 15 | -5 | -12
Cc1ccccc1-c1onc(C)c1C(=O)NCc1ccsc1 | 1 | -3 | -4
CCCCc1ncc(CN2CCc3[nH]cnc3C2c2cccc(O)c2)[nH]1 (stereo not given) | 5 | -4 | ·
CC(C)CCn1c(CN2CCN(c3ccccc3)CC2)nc2c1c(=O)n(C)c(=O)n2C | 0 | -7 | -8
CCOC(=O)c1c(NC(=O)Cc2ccccc2)sc(C(=O)Nc2cccc(Cl)c2)c1C | 10 | -7 | -8
O=S(=O)(c1ccccc1)N1CCN(Cc2ccc(-c3ccn[nH]3)s2)CC1 | 12 | -5 | ·
COc1ccccc1-n1c(C)nnc1SCc1ccc(C(=O)Nc2cccc(C)c2)cc1 | -4 | -8 | -5
CSc1nc2ccc(NC(=O)c3ccc(Br)cc3F)cc2s1 | -7 | -6 | -7
Cc1ccc(Oc2ccc(NC(=O)CCC(=O)OCC(=O)c3cccs3)cc2)cc1C | 14 | -9 | ·
Cc1csc2ncnc(-c3ccc(C(C)N4CCOCC4)cc3)c12 (stereo not given) | 20 | -4 | -8
Cc1cnn(CCC(=O)N2CCCN(Cc3ccc(F)cc3)C(C(C)C)C2)c1 (stereo not given) | · | -5 | -12
CCc1nc(CN(C)C(=O)c2cnc(C(C)C)nc2C)no1 | -1 | -3 | -10
O=C(CCN(CCCN1CCOCC1)c1nc(-c2ccco2)nc2ccccc12)NCc1ccco1 | 16 | -6 | -10
CCCCC1CCC(C(=O)Nc2noc3ncccc23)CC1 (stereo not given) | 0 | -5 | -12
Cc1ccc(C2(O)CCN(C(=O)CCn3c(C)cccc3=O)CC2)nc1 | 0 | -4 | ·
CC(C)CC(N)c1nc(-c2ncn[nH]2)no1 (stereo not given) | 10 | -8 | ·
COc1cccc(C(CN2CCN(C(=O)c3sccc3C)CC2)OCc2cccc(Cl)c2)c1 (stereo not given) | 6 | -9 | -6
COC(=O)c1ccc(CSc2nnc(-c3ccccc3F)n2-c2ccc(C)cc2)o1 | 4 | -4 | -7
Cc1ccc2c(c1)c(C1CCN(C(=O)C(Cl)(Cl)Cl)CC1)cn2C | 27 | -8 | -8
C1CCN2CC3CN(c4nc(C5CC5)no4)CC3C2C1 (stereo not given) | -3 | -4 | ·
Cc1cc(OC(=O)CC(c2ccccc2)c2ccccc2)c([N+](=O)[O-])c(=O)[nH]1 | 1 | 0 | -1
O=C(c1cc(-c2ccc(F)cc2)nc2cc(-c3ccccc3)nn12)N1CCC(n2c(=O)[nH]c3ccccc32)CC1 | 20 | -14 | -4
Cc1c(C(=O)NC2CCCC2)sc(=O)n1Cc1ccc(C(C)C)cc1 | 13 | -5 | ·
CC(OC(=O)c1cn2ccccc2n1)C(=O)Nc1ccccc1C#N (stereo not given) | 1 | -1 | -5
CC(C)(C)OC(=O)N1CCNc2ccccc2C1 | -1 | -10 | -16
Cc1ccc(C)c(NC(=O)C2(C)CCN2C(=O)C(C)C)c1 (stereo not given) | 7 | -14 | -7

# Next section.
SMILES | NPYLR7 agonist | hcGAS inh | mcGAS lum
CC(C)(O)C#Cc1ccc(C(=O)N2C[C@H](O)[C@@H](N3CCCC3)C2)cc1 | 10 | -2 | -17
CCN(CC)C(=O)c1ccc(Cn2cc([N+](=O)[O-])cn2)o1 | -2 | -7 | ·
COc1cc(NC(=O)CCC2CCCN(Cc3cc(Cl)ccc3O)C2)cc(OC)c1 (stereo not given) | 7 | -4 | ·
CC(CNC(=O)NCCn1c(=O)oc2ccccc21)Cn1cccn1 (stereo not given) | 4 | -8 | -16
COc1ccc(C)c2sc(N3CCN(C(=O)CS(=O)(=O)c4ccc(Cl)cc4)CC3)nc12 | 0 | -7 | -8
O=C(CCc1ccc(O)cc1)N1CCOC(c2ccc(Cl)cc2)C1 (stereo not given) | 4 | -4 | -14
Cc1ccc(NC2CCCN(C(=O)c3cccc(-n4cnnc4)c3)C2)cc1C (stereo not given) | 1 | -1 | -25
CCOC(=O)c1cc(-c2ccc(Cl)cc2)n(-c2ccc(C(=O)NC3CC3)cc2)n1 | -3 | -6 | -6
CC1(C(=O)NCCC#N)CCN1C(=O)CC(c1ccccc1)c1ccccc1 (stereo not given) | 11 | -12 | -5
CCc1nc(-c2c(-c3ccccc3)ncn2Cc2noc(C(C)C)n2)c(C)[nH]1 | 1 | 0 | 1
CN1CCN(C(=O)c2ccc(-c3ccccc3)n2C)C(C)(C)C1=O | 1 | -8 | ·
CCOC(=O)CN1CCC2(CCCN(C(=O)c3cc(F)ccc3F)C2)C1 (stereo not given) | 2 | -4 | ·
COCC(=O)N(CCN1CCOCC1)Cc1csc(COc2cc(C)cc(C)c2)n1 | 21 | 0 | -9
O=C(Cn1nnnc1CN1CCOCC1)NC(Cn1cccn1)c1ccccc1 (stereo not given) | -4 | -3 | 0
CC(=O)N1CCc2c(nc(C)nc2N(C)CC2CCCCO2)C1 (stereo not given) | 6 | -7 | ·
C=CCN1C(=O)NC(c2cccc(OCc3ccccc3)c2)C2=C1CN(CCN1CCCC1)C2=O (stereo not given) | 17 | -9 | -7
CN(C)C(=O)N1CCC(C(=O)N2CCCC(C(=O)c3ccc(C(C)(C)C)cc3)C2)CC1 (stereo not given) | 3 | 0 | -14
CSc1ccc(-c2nc(CN3CCOC(CN)C3)c(C)o2)cc1 (stereo not given) | · | -3 | -16
Cc1cccc(Cn2cccc2CN(Cc2ccc(C#N)cc2)C2CCCCC2)c1 | 3 | -6 | -6
Cc1nn(C2CCCC2)c(=O)c2c1cnn2C(C)(C)C | -1 | -4 | ·
COc1ccc(-c2n[nH]c3c2C(c2ccccc2[N+](=O)[O-])N(c2ccccc2)C3=O)cc1 (stereo not given) | -9 | -6 | -5
CC(C)COC(=NCCN1CCCCC1)NC(=O)c1ccc(Cl)c(Cl)c1 | -7 | -7 | -5
CCN(CC)CC(O)COc1ccc(CNC(C)(C)C)cc1OC (stereo not given) | 8 | -14 | ·
Cc1cc(NC(C)C)n2nc(C(F)(F)F)c(-c3ccccc3Cl)c2n1 | 3 | -5 | ·
C/C(=C\c1ccco1)CN1CCC2(CC1)C(=O)N(Cc1ccccn1)C(=O)N2CC(C)C | 4 | -8 | -15
CCNS(=O)(=O)c1ccc(C)c(C(=O)Nc2ccn(C)n2)c1 | 4 | -8 | ·
Cc1nc(C(C)(C)NC(=O)CCc2ccco2)sc1C | 7 | -10 | ·
CN1CCN(c2ncccc2CNC(=O)CCN2CCCCCC2=O)CC1 | -4 | 4 | 0
Cc1cn2c3c(=O)[nH]c(=O)n(C)c3nc2n1-c1ccccc1Cl | -2 | -6 | ·
COc1ccccc1-c1cc(C(=O)NC(C)c2ccccc2)n2nc(-c3ccc(Cl)cc3)cc2n1 (stereo not given) | 6 | -1 | -6
Cc1nc(-c2ccccn2)sc1C(=O)NCC(C)c1ccccc1 (stereo not given) | 4 | -1 | -6
Cc1ccc(CN(CCc2c[nH]c3ccccc23)C(=O)CN(C(=O)c2cccc(C(F)(F)F)c2)C(C)C)cc1 | 1 | -9 | -7
COc1ccc(-c2nc(COC(=O)c3nnn(-c4cccc(SC)c4)c3C)c(C)o2)cc1 | 15 | -8 | -9
CN(CCN1CCCCC1=O)c1nc(-c2cccnc2)nc2c1CNC2 | 1 | -7 | -9
Cc1cccnc1NC(=O)CCNS(=O)(=O)c1c(C)c(C)cc(C)c1C | 2 | -3 | -6
Cn1c(=O)n(CCN2CCOCC2)c(=O)c2c1nc1oc(C(C)(C)C)cn12 | 3 | 1 | -5

# Given with each value named: entries from further up
CCOC(=O)c1c(NC(=O)Cc2ccccc2)sc(C(=O)Nc2cccc(Cl)c2)c1C
  NPYLR7 agonist: 10	hcGAS inh: -7	mcGAS lum: -8

O=S(=O)(c1ccccc1)N1CCN(Cc2ccc(-c3ccn[nH]3)s2)CC1
  NPYLR7 agonist: 12	hcGAS inh: -5	mcGAS lum: ·

COc1ccccc1-n1c(C)nnc1SCc1ccc(C(=O)Nc2cccc(C)c2)cc1
  NPYLR7 agonist: -4	hcGAS inh: -8	mcGAS lum: -5
